HSP90 inh = HSP90 inhibitors, primary screen, cell lysate, luminescence | inhibition, % at 5.6 µM | Rabbit reticulocyte lysate, luciferase refolding luminescence, 3 h | AID 1789, 2009 | 290,000 tested, 0.91% active;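 active means inhibition above the screen-wide mean plus 3 SD, computed separately per campaign, cut at about 16% in these data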;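 further: 0% = DMSO wells and 100% = 60 µM geldanamycin wells; inhibitors lower the luminescence because luciferase stays unfolded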
IEC-6 cytotox = cytotoxicity in IEC-6 intestinal epithelial cells, primary screen, cytotoxicity control for KLF5 inhibitor project, cell-based, luminescence | inhibition, % at 5 µM | IEC-6 cytotoxicity, luminescence viability | AID 1825, 2009 | 290,000 tested, 0.78% active; in the data active means inhibition above about 22%;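 further: 0% = plate median of test compound wells and 100% = cytotoxic reference compound wells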
KLF5 inh = KLF5 expression inhibitors, primary screen, DLD-1 cells, luminescence | 290,000 tested, 0.23% active | inhibition, % at 5 µM | DLD-1 KLF5 promoter-luciferase reporter;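 active means inhibition above a per-plate limit of that plate's mean compound inhibition plus 3 SD, cut at about 60% in these data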;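 further: 0% = DMSO wells and 100% = LY294002 at 200 µM; higher means less KLF5 promoter-driven luciferase light; inactives centre near -14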
An asterisk follows results filed as active. Some of the compounds tested; rates above refer to the full screens.

SMILES | HSP90 inh | IEC-6 cytotox | KLF5 inh
COC(=O)c1c(NC(=O)CN2CCN(c3ccccc3OC)CC2)c2c(C)cccc2n1C | 3 | 4 | -5
COc1ccc(OC)c2c1sc(=NC(=O)CN1C(=O)CCC1=O)n2C | -3 | 1 | -9
Cc1cccc(N(C(=O)Cc2cccs2)C(C(=O)NC2CCCC2)c2ccsc2)c1 (stereo not given) | -1 | 0 | -7
COCCn1c(C)cc(C(=O)CSc2nnc3scc(-c4ccc(Cl)cc4)n23)c1C | 0 | 4 | 4
c1ccc(CN2CCN(c3ncccn3)CC2)nc1 | 1 | 0 | 3
COc1ccc(C(c2nnnn2C2CCCCC2)N2CCN(c3ccccc3)CC2)cc1 (stereo not given) | 2 | 5 | -1
O=C1NC2CCCCC2NC1CC(=O)N1CCN(c2ccccc2)CC1 (stereo not given) | 4 | -3 | -54
C#CCOC(=O)CCC(=O)Nc1cc(OC)nc(OC)n1 | 1 | 1 | 12
Cc1ccc(-n2nc3c(N4CCN(c5ccccc5)CC4)nnc(C)c3c2C)cc1 | -2 | -4 | -49
Cc1ccc2oc3c(c(=O)c2c1)C(c1ccc(F)cc1)N(CCCN1CCOCC1)C3=O (stereo not given) | -4 | -4 | -79
CCOC(=O)N1CCN(CC(=O)c2c[nH]c3ccc(F)cc23)CC1 | 3 | 3 | -16
O=C(O)CCCNc1ccc(S(=O)(=O)Nc2ccccc2C(=O)O)cc1C(=O)O | -1 | 2 | -15
Cc1ccc(CNC(=O)CSc2nc3ccccc3c3nc(C)nn23)cc1 | -6 | -12 | 11
O=C1CC(N2CCC(c3nc4ccccc4o3)CC2)C(=O)N1c1ccc(Cl)cc1 (stereo not given) | 0 | 6 | -9
CCn1cnc2sc(C)c(C)c2c1=O | 4 | -4 | -13
COCCN1C(=O)N[C@@H](c2ccc(Br)cc2)C(C(C)=O)=C1C | 1 | 3 | -16
O=S(=O)(Nc1ccc2nc(-c3ccc(Br)o3)[nH]c2c1)c1ccccc1 | -3 | 6 | -98
c1cc2c3c(cccc3c1)C(N1CCN(C3=Nc4cccc5cccc3c45)CC1)=N2 | -2 | -3 | 6
Cc1nnc(SCc2cc(=O)[nH]c(Nc3nc(C)c4ccccc4n3)n2)s1 | -3 | -1 | 10
N#Cc1cc2c(=O)n3ccccc3nc2n(Cc2cccnc2)c1=N | -2 | 2 | 12
CC(C(=O)NCc1ccccc1)N(CCN1CCOCC1)C(=O)c1snc(C(N)=O)c1N (stereo not given) | -1 | 2 | -1
COC(=O)c1ccc(Cl)c(NC(=O)c2ccc(-c3ccccc3)cc2)c1 | -2 | -8 | -6
COc1ccc(-c2onc3ccc(Cl)cc23)cc1OC | 0 | 1 | -10
COc1ccc(C)cc1NC(=O)c1cc2cc3ccc(C)cc3nc2o1 | 0 | 4 | -15
CCCn1c(=NC(C)=O)c(C#N)cc2c(=O)n3cccc(C)c3nc21 | -1 | -6 | -11

Brought forward from above: 3 compounds, then new ones.
SMILES | HSP90 inh | IEC-6 cytotox | KLF5 inh
COc1ccc(-c2onc3ccc(Cl)cc23)cc1OC | 0 | 1 | -10
COc1ccc(C)cc1NC(=O)c1cc2cc3ccc(C)cc3nc2o1 | 0 | 4 | -15
CCCn1c(=NC(C)=O)c(C#N)cc2c(=O)n3cccc(C)c3nc21 | -1 | -6 | -11
CC(C)CCN1CCC(N)=NC1=O | 0 | -2 | -21
CC1(C)Cc2nc3nc(SCC(=O)NCc4ccccc4)n(-c4ccccc4)c(=O)c3cc2CO1 | -1 | 3 | 5
COc1ccc(OC)c(C(=O)CSc2nnc(-c3ccc(OC)c(OC)c3)o2)c1 | 0 | -6 | -11
Cc1cc(C)cc(NC(=O)c2snc3c(=O)[nH]cnc23)c1 | -1 | -2 | -12
COc1ccc2[nH]c3c(c2c1)CCn1c-3nc2sc(C(=O)Nc3ccccc3)c(C)c2c1=O | 1 | -6 | -1
C=CCN(C)CCCNC(=O)/C=N/O | -3 | -3 | -27
Cc1ccnc(SCCn2c(N3CCOCC3)nc3c2c(=O)n(C)c(=O)n3C)n1 | 1 | -2 | -21
CC1=C(C(=O)OCC(Br)(Br)Br)C(c2ccc(Br)cc2)NC(=O)N1CCCC(=O)O (stereo not given) | -2 | -4 | -23
O=c1c2c3c(sc2n2c(=S)[nH]nc2n1Cc1ccccc1)CN(Cc1ccccc1)CC3 | -1 | -1 | -11
O=C(CSc1nnc(-c2cccs2)n1-c1ccccc1)N1CCN(C(=O)c2ccco2)CC1 | -1 | -6 | 5
O=C(c1cc2nc(-c3ccc(F)cc3)cc(C(F)(F)F)n2n1)N1CCCC1 | 1 | 0 | 10
COC(=O)c1cc(-c2ccccc2)c2c(=O)n(C)c(=O)n(C)c2n1 | 4 | -4 | -4
CN(C)[C@@H]1C(=O)C(C(=O)NCN2CCCC2)=C(O)[C@@]2(O)C(=O)C3=C(O)c4c(O)cccc4[C@@](C)(O)C3CC12 (stereo not given in full) | -1 | -21 | -1
CN(C)/C=N/C1=C(C#N)C(c2cccs2)c2ccc3ccccc3c2O1 (stereo not given) | 3 | 5 | -42
Cc1cc(C)nc(NC2=NCCN2C(=O)Nc2ccc(Cl)c(Cl)c2)n1 | 1 | -3 | -14
Cc1ccc(C2/C(=C(\O)c3ccc4c(c3)OCCO4)C(=O)C(=O)N2CCCN(C)C)o1 (stereo not given) | -1 | 2 | -10
CCOC(=O)c1sc(NC(=O)CSc2nc3c(c(=O)n2-c2ccccc2)SCC3)c(C(=O)OCC)c1C | -3 | -6 | 1
O=C(O)c1cccc(N2C(=O)CCC2=O)c1 | -3 | -7 | -24
Cc1c(Nc2c3c(c(C#N)c4nc5ccccc5n24)CCC3)c(=O)n(-c2ccccc2)n1C | -1 | -3 | -14
C#CCOCCOCCOCCNc1nc(N2CCN(C(=O)[C@H](C)n3cc(CCCN=C(N)N)nn3)CC2)nc(N2CCN(C(=O)[C@H](CCCCN)n3cc(CCCC)nn3)CC2)n1 | -3 | -5 | -6
CC1(C)Cc2ccccc2-c2c1c(=O)n(-c1ccccc1)c1nnnn21 | 2 | 0 | -17
O=C1c2ccccc2-c2nc3ncnn3c(-c3ccccc3)c21 | -3 | -5 | -9
Cc1cc(C)n2cc(CSc3nnc(SCc4cn5c(C)cc(C)nc5n4)s3)nc2n1 | 2 | -2 | -11
CN1CCc2c(sc3ncn4nc(-c5ccccc5O)nc4c23)C1 | -2 | -1 | -1
CCN1C(=O)/C(=C2/Sc3ccc(OC)cc3N2C)SC1=Nc1ccc(C)cc1 | 1 | -1 | -16
The list goes on:
SMILES | HSP90 inh | IEC-6 cytotox | KLF5 inh
COc1ccc(OC)c(NC(=O)CSc2nc3ccccc3c3nc4ccccc4n23)c1 | 2 | 2 | -4
O=[N+]([O-])c1ccc2c(c1)N([O-])C1(CCCCC1)[N+]2=O | -4 | -5 | -39
COc1ccc(/C(O)=C2/C(=O)C(=O)N(CCCN(C)C)C2c2ccccc2)cc1Cl (stereo not given) | 2 | 6 | -12
COc1ccc(O[C@H]2C=C[C@@H](c3ccccc3)O[C@@H]2COC(=O)CC/C(C)=N/O[C@@H](C)c2cn([C@H](CO)Cc3ccccc3)nn2)cc1 | 3 | -7 | 5
Cc1ccc(S(=O)(=O)Nc2cccc(C(=O)Nc3cc(C)ccn3)c2)cc1 | 1 | 0 | -16
CC1=NC(=O)C(N=Nc2cccc3ccccc23)N1c1ccccc1 (stereo not given) | -1 | -3 | -12
CC(C)CCn1c(N2CCN(Cc3ccccc3)CC2)nc2c1c(=O)[nH]c(=O)n2C | -2 | 2 | -11
CCOCCn1c(CN2CCC(C)CC2)nc2c1c(=O)n(C)c(=O)n2C | -4 | -4 | 15
Cc1cc(C)nc(N(C#N)S(=O)(=O)c2ccc(Br)cc2)n1 | -2 | 0 | -19
CC(C)Sc1nc(-c2cccs2)nc2c1c(=O)n(C)c(=O)n2C | 1 | -3 | -48
O=[N+]([O-])c1ccc(-c2nnc(CSc3nc(-c4ccccc4)nc4ccc(F)cc34)o2)cc1 | 2 | 5 | 4
COc1ccc(N2CCN(c3nc(Nc4ccc(F)cc4)nc(OC)n3)CC2)cc1 | -1 | 1 | -35
CC12CC(NC(=O)N1c1ccc(C(=O)N3CCN(c4ccccn4)CC3)cc1)c1ccccc1O2 (stereo not given) | 1 | 3 | 4
COc1ccc2c(C)nc(Nc3nc(C)cc(=O)[nH]3)nc2c1 | 6 | 7 | -11
Cc1ccc(S(=O)(=O)N2CCOCC2)cc1C(=O)OCC(=O)N1c2ccccc2NC(=O)C1(C)C | 6 | 8 | -9
COc1cc(C2c3c(oc4c(C)cc(C)cc4c3=O)C(=O)N2Cc2cccnc2)cc(OC)c1OC (stereo not given) | 1 | -1 | -11
CC1CCN(C(=O)c2ccc(C(=O)N3CCC(C)CC3)cc2)CC1 | 0 | 1 | 1
CCCCCCN(C(=O)CCCCCN1C(=O)NC(c2ccc(Cl)cc2)C(C(=O)OCc2ccccc2)=C1C)C(C(=O)NCCCC)c1ccc(OCC(=O)OC)c(C(=O)OC)c1 (stereo not given) | -3 | 2 | 0
CNC(=O)CN(C#N)c1nc(N(C)C)nc(N(C)C)n1 | 1 | 2 | -9
CCCCCCC(=O)Cc1cc(OC)c(OC)cc1C=C(C(=O)OCC)C(=O)OCC | 1 | 4 | -7
CC(C)C1Cc2c(sc3c2c(=O)n(-c2ccccc2)c2nncn32)CO1 (stereo not given) | 1 | -6 | 5
CN(Cc1ccccc1)S(=O)(=O)c1ccc(S(=O)(=O)N2CCN(CCC#N)CC2)cc1 | -1 | 4 | 10
CCC(CCC(=O)Nc1nncs1)C(=O)O (stereo not given) | 1 | -5 | -10
Cc1ccccc1N1C(=O)c2cccc([N+](=O)[O-])c2C1=O | -1 | -9 | -23
CC1CCc2c(sc3ncnc(N4CCN(S(=O)(=O)c5cccc6nonc56)CC4)c23)C1 (stereo not given) | 4 | 5 | -16
Carrying on:
SMILES | HSP90 inh | IEC-6 cytotox | KLF5 inh
Cc1cc(NS(=O)(=O)c2ccc(NC(=O)c3cc4ccccc4o3)cc2)no1 | 2 | -8 | -28
Cc1nnc(N2CCN(C)CC2)c2nn(-c3ccc(Cl)cc3)c(C)c12 | 2 | 3 | -35
COCCn1c(SCc2nnc(-c3ccc(OC)c(OC)c3)o2)nc2sc3c(c2c1=O)CCC3 | 2 | 6 | -19
CCc1nc(SCC(=O)N2CCC(Cc3ccccc3)CC2)c2c(=O)n(C)c(=O)n(C)c2n1 | 1 | -1 | -58
C/C(=C\c1ccccc1)CN(C)CCN(C)C | -3 | -7 | -32
CCN1CCN(c2cc(C)c3cc(NC(=O)c4ccccc4F)ccc3n2)CC1 | -4 | 3 | -49
Cc1cc(C)c2c(n1)nn1c(N3CCN(c4cccc(Cl)c4)CC3)cc(C)nc21 | 1 | 3 | -38
Cc1nn(S(=O)(=O)c2cccs2)c(C)c1Sc1ccccc1 | 1 | -4 | -18
CC1CCCN(c2nc3ccccc3nc2C(C#N)C(=O)OC2CCCCC2)C1 (stereo not given) | -3 | -5 | 9
CCCc1nnc2n1N=C(c1ccc(-c3cc(Cl)ccc3Cl)o1)CS2 | 2 | 2 | -30

Sorted by molecular weight (lowest first): some entries from above.
SMILES | HSP90 inh | IEC-6 cytotox | KLF5 inh
C/C(=C\c1ccccc1)CN(C)CCN(C)C | -3 | -7 | -32
CCC(CCC(=O)Nc1nncs1)C(=O)O (stereo not given) | 1 | -5 | -10
CNC(=O)CN(C#N)c1nc(N(C)C)nc(N(C)C)n1 | 1 | 2 | -9
CC1CCN(C(=O)c2ccc(C(=O)N3CCC(C)CC3)cc2)CC1 | 0 | 1 | 1
Cc1nn(S(=O)(=O)c2cccs2)c(C)c1Sc1ccccc1 | 1 | -4 | -18
Cc1nnc(N2CCN(C)CC2)c2nn(-c3ccc(Cl)cc3)c(C)c12 | 2 | 3 | -35
CC(C)C1Cc2c(sc3c2c(=O)n(-c2ccccc2)c2nncn32)CO1 (stereo not given) | 1 | -6 | 5
CC1CCCN(c2nc3ccccc3nc2C(C#N)C(=O)OC2CCCCC2)C1 (stereo not given) | -3 | -5 | 9
Cc1cc(NS(=O)(=O)c2ccc(NC(=O)c3cc4ccccc4o3)cc2)no1 | 2 | -8 | -28
Cc1cc(C)c2c(n1)nn1c(N3CCN(c4cccc(Cl)c4)CC3)cc(C)nc21 | 1 | 3 | -38
CCCCCCC(=O)Cc1cc(OC)c(OC)cc1C=C(C(=O)OCC)C(=O)OCC | 1 | 4 | -7
CN(Cc1ccccc1)S(=O)(=O)c1ccc(S(=O)(=O)N2CCN(CCC#N)CC2)cc1 | -1 | 4 | 10
CCc1nc(SCC(=O)N2CCC(Cc3ccccc3)CC2)c2c(=O)n(C)c(=O)n(C)c2n1 | 1 | -1 | -58
CC1CCc2c(sc3ncnc(N4CCN(S(=O)(=O)c5cccc6nonc56)CC4)c23)C1 (stereo not given) | 4 | 5 | -16
COCCn1c(SCc2nnc(-c3ccc(OC)c(OC)c3)o2)nc2sc3c(c2c1=O)CCC3 | 2 | 6 | -19
CCCCCCN(C(=O)CCCCCN1C(=O)NC(c2ccc(Cl)cc2)C(C(=O)OCc2ccccc2)=C1C)C(C(=O)NCCCC)c1ccc(OCC(=O)OC)c(C(=O)OC)c1 (stereo not given) | -3 | 2 | 0

Source: PubChem (The Scripps Research Institute Molecular Screening Center)
